ADAM17 inh = inhibitors of human ADAM17; inhibition, % at 6.95 µM; 370,000 compounds, 0.83% hits; recombinant ADAM17, EDANS/DABCYL FRET peptide cleavage; AID 720648; P78536;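 active = inhibition above the mean of compounds lying between control limits plus 3 SD, set per campaign, cut at about 8.5% in these data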;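 note: 0% = DMSO-only wells as the low control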
KLK7 zymogen act = activators of human kallikrein-7 zymogen. P49862. purified proKLK7, EDANS-DABCYL substrate fluorescence; 100% is mature enzyme control, 0% vehicle. activation, % at 7 µM. 370,000 compounds, 0.9% hits;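 active = activation above the mean of all tested compounds plus 3 SD, computed per campaign excluding outliers beyond control limits, cut at about 13% in these data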
DDE Tn7 FP inh = inhibitors of Tn7 peptide binding to human fibrin DD(E); P02675; AID 720508; 370,000 compounds, 0.13% hits; inhibition, % at 8.3 µM; FP displacement of FITC-Tn7 peptide from fibrin DD(E); 0% = median of compound wells per plate;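 active = inhibition above the mean of compounds falling within the control limits plus 3 SD of them, cut at about 14% in these data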;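 note: 0% = plate median of compound wells and 100% = 10 µM Aha-Tn7 peptide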
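Assay system: Fibrin-DD(E) protein isolated from polymerized human fibrin clots; read-out basis: percent inhibition; medium: Tris/NaCl/CaCl2 buffer, pH 7.8; signal: FP measurement; incubation: 10 min plus 3 h, room temperature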
ASAP1 GAP inh = ASAP1 ArfGAP inhibition; Q9ULH1; ASAP1-stimulated ARF1 GTP hydrolysis, GDP FP detection; inhibition, % at 16.5 µM; 360,000 compounds, 0.19% hits; AID 624377; in the data active = inhibition above about 25%;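 note: 0% = vehicle with enzyme and substrate and 100% = no enzyme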
Target sequence (Q9ULH1 325-724 limits assumed): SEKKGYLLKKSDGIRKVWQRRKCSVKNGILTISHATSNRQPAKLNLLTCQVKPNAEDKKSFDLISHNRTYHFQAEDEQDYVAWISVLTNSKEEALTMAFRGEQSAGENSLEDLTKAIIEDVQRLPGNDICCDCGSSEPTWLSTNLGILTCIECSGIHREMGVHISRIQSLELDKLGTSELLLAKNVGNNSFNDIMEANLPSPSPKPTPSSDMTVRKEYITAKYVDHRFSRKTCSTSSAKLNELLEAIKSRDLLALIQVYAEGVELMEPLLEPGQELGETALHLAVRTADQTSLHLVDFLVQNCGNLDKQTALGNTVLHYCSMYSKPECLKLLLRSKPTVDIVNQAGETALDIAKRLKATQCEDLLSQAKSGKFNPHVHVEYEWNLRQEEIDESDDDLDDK
ADAM10 inh = inhibitors of human ADAM10 | recombinant ADAM10, EDANS/DABCYL FRET peptide cleavage, 3 h | inhibition, % at 7 µM | 370,000 compounds, 0.62% hits | AID 720582;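 active = inhibition above a per-campaign cutoff equal to the mean of compounds falling between control-based bounds plus 3 SD, cut at about 20% in these data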;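 note: 0% = DMSO wells while the 100% control is not disclosed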
Target sequence (O14672 214-748 limits assumed): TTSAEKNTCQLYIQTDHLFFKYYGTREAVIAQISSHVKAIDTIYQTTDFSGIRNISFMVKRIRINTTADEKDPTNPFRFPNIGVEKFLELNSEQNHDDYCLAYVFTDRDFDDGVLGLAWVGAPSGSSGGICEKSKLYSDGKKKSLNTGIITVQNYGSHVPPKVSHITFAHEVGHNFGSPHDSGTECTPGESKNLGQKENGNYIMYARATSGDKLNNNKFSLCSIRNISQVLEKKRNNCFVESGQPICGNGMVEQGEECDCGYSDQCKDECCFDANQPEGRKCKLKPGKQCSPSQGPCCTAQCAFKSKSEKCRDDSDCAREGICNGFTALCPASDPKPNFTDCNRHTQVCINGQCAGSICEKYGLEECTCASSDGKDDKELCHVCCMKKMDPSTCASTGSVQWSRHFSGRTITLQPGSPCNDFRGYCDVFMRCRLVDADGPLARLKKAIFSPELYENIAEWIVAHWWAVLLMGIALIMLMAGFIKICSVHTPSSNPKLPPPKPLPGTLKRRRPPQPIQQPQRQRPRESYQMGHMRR
PLCg1 inh = blocks human PLC-gamma1 enzyme activity. 370,000 compounds, 0.84% hits. P19174. AID 720700. purified PLC-gamma1, fluorogenic substrate, fluorescence. inhibition, % at 12.2 µM; in the data active = inhibition above about 9.5%
LEDGF integ inh = blocks HIV-1 LEDGF/p75-dependent DNA integration; TR-FRET IN-LEDGF/p75 DNA integration, Eu/Cy5; inhibition, % at 3.7 µM; 370,000 compounds, 0.64% hits;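 active = inhibition above the screen-wide mean plus 3 SD, cut at about 13% in these data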;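 note: signal is the Cy5 over europium emission ratio at 671 and 618 nm; 0% = plate median of compound wells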
ARFGAP1 inhibitor = inhibitors of rat ARFGAP1; Q62848; Arfgap1-stimulated ARF1 GTP hydrolysis, GDP FP detection; inhibition, % at 16.5 µM; 360,000 compounds, 0.26% hits; AID 651572;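 active = inhibition above a per-plate limit, mean inhibition of low control wells plus 3 SD, cut at about 25% in these data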;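 note: 0% = DMSO wells with enzyme and 100% = wells lacking Arfgap1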
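Material: rat Arfgap1 GAP domain (His6, aa 1-136), purified enzyme. Also added: human ARF1(Δ1-17)-GTP substrate. Compound dosing: 16.5 µM single point, 1.26% DMSO. Timing: enzyme reaction 120 min at 25 °C after 20 min preincubation. Signal: GDP detection by fluorescence polarization. Read-out basis: percent inhibition of GAP-stimulated GDP formation, scaled between DMSO and no-Arfgap1 medians.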
TDP2 absorb = blocks human TDP2 phosphodiesterase activity; inhibition, % at 12.8 µM; O95551; 370,000 compounds, 0.34% hits; recombinant TDP2, T5PNP hydrolysis, p-nitrophenol absorbance 415 nm;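 active = inhibition above the mean of all tested compounds plus 3 SD, set per campaign, cut at about 25% in these data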;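 note: 0% = DMSO with enzyme and 100% = buffer with substrate but no TDP2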
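Incubation: 2 h at 37 °C; Test system: recombinant human TDP2; Quantity: enzyme 120 nM; Read-out basis: percent inhibition; Medium: 50 mM Tris-HCl pH 7.5 with Mg2+, KCl, DTT, BSA; Repeats: single replicate; Compound: 12.8 µM single point, 1% DMSO; Signal: epi absorbance; Reagent: 5 mM T5PNP chromogenic substrate; Benchmarks: no-enzyme high, DMSO-plus-enzyme low.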
DDE Tn6 FP inh = disrupts Tn6 cyclic peptide binding to fibrin D-Dimer-E complex; P02675; Fibrin DD(E) TRITC-Tn6 fluorescence polarization displacement; inhibition, % at 8.3 µM; 370,000 compounds, 0.21% hits; AID 720509;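 active = inhibition above a per-campaign cutoff: mean of compounds within control limits plus 3 SD, cut at about 15% in these data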;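 note: 0% = median of all compound wells on the plate and 100% = blocking peptide control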
* hit, by the source's call; x = no result given.

SMILES,DDE Tn6 FP inh,ADAM17 inh,ARFGAP1 inhibitor,TDP2 absorb,LEDGF integ inh,PLCg1 inh,DDE Tn7 FP inh,KLK7 zymogen act,ASAP1 GAP inh,ADAM10 inh
c1ccc(CN2CCC(CNc3ncnc4ccccc34)C2)cc1 (configuration not stated),0,-2,-2,1,4,4,-1,0.3,3,2
O=C(CS(=O)(=O)c1ccc(F)cc1)N1CCOCC1,5,-2,3,12,-4,-1,-5,-0.1,4,-11
O=C1CCC([N+](=O)[O-])C(c2ccc(Cl)cc2)N1 (configuration not stated),0,-5,1,6,-2,-2,4,-0.5,6,2
CCCc1c(-c2cccc(Cl)c2)ncn1Cc1ccccc1OC,-6,2,3,0,-1,2,7,0.5,-6,8
Oc1ccc(Cl)c2cccnc12,2,-4,8,4,-4,-1,4,0.3,-2,-9
Cc1cc(C(=O)Nc2ccc(Nc3ccccc3)cc2)ccc1[N+](=O)[O-],-4,6,3,7,4,1,1,-0.1,2,15
COc1ccc(C2CC(c3ccc(Cl)cc3Cl)Nc3nc(N)nn32)cc1 (configuration not stated),10,-1,-9,0,-3,-6,6,1.3,-2,-10
CC(=O)Nc1c(C(=O)NCc2ccccc2)nnn1Cc1ccccc1,2,2,-8,-4,-1,6,-1,0.4,4,6
CC1(C)CC(=O)C=C(c2ccc(-c3ccccc3)cc2)C1,1,1,-4,-3,-2,1,10,-0.1,-3,-4
CCOC(=O)CNC(=O)c1ccc(C#CC2(O)CCCCC2)cc1,-8,-2,7,10,1,0,-2,-0.2,5,3
O=C(NNc1nc2ccccc2nc1C(F)(F)F)c1ccccc1,1,-5,0,8,-2,-5,-12,0.7,-7,-12
CCOc1ccc(C(=O)Nc2c3c(nn2-c2cccc(Cl)c2)CS(=O)C3)cc1 (configuration not stated),5,-2,4,-2,-1,-3,6,0.0,-7,1
Cc1cc(C(=O)N2CCc3ccccc3C2)on1,3,-1,3,3,-3,-1,4,0.0,-2,-10
O=C(NCSc1ccnc(SCNC(=O)c2ccc(F)cc2)n1)c1ccc(F)cc1,8,-1,4,11,-2,0,5,0.1,1,1
CSc1ccc(CN(C)C(=O)c2cc(=O)[nH]c3ccccc23)cc1,2,-7,-2,10,3,-2,4,0.3,-6,-20
O=S(=O)(c1ccc2oc(=S)[nH]c2c1)N1CCOCC1,5,-2,-1,1,1,-4,-1,0.0,8,-9
CC1=CC(C)(C)N(S(=O)(=O)c2ccc(F)cc2)c2ccccc21,2,2,-8,-3,-6,3,5,0.4,-7,2
C/C(=N/NC(=O)CN1CCN(S(=O)(=O)c2ccc(Br)cc2)CC1)c1cccnc1,-3,1,-1,-2,7,-1,0,0.8,-5,0
OC(COc1ccccc1)CN1CCN(Cc2ccc3c(c2)OCO3)CC1 (configuration not stated),1,-3,-7,4,-2,0,11,0.0,-14,4
O=C1CC(c2ccccc2)CC(O)=C1C=NCCCO (configuration not stated),-5,-3,-3,12,2,3,1,-0.6,15,5
COc1ccc(C(=O)Nc2nnc(SCC(=O)Nc3ccc(NC(C)=O)cc3)s2)c(OC)c1,2,2,52*,2,4,8,-1,0.0,39*,8
CC(=O)c1cccc(NC(=S)NC(=O)CC(C)C)c1,4,-1,2,-10,-4,6,8,0.4,-1,-4
N#Cc1ccc(N2CCCNCC2)nc1,0,-7,4,-1,-5,-2,-1,0.5,-3,-2
Cc1cccc(C(=O)Nc2cccc(-c3ccc4nncn4n3)c2)c1,1,-6,4,-9,-5,-3,-4,0.2,4,1
O=C(N/N=C/c1ccco1)c1ccc(NC(=O)C2CCCCC2)cc1,11,-3,4,1,1,0,4,-0.7,1,-11
CC(C(=O)OCC(=O)N1CCCCC1)N1C(=O)c2ccccc2C1=O (configuration not stated),2,0,6,5,0,-2,4,0.3,-1,-10
CCOc1ccc(CCNC(=O)COn2nnc3ccc(S(=O)(=O)N4CCOCC4)cc32)cc1OCC,0,0,10,-5,4,5,7,0.1,0,3
O=C(COc1ccccc1Cl)Nc1ccc2c(c1)OCO2,7,0,-1,1,1,-1,1,-0.2,3,3
CCN(CC)CC(O)CN1C(=O)NC(C)(C)C1=O (configuration not stated),9,-2,-3,-6,-3,-2,-3,-0.5,-5,6
CCOC(=O)c1c(-c2ccc(OC)cc2)csc1NC(=O)CCN1CCOCC1,-2,-3,8,5,4,-6,-1,0.3,-2,-2

Whole records, looked up by structure.
Listed for `CC(C(=O)OCC(=O)N1CCCCC1)N1C(=O)c2ccccc2C1=O` (configuration not stated) = DDE Tn6 FP inh: 2; ADAM17 inh: 0; ARFGAP1 inhibitor: 6; TDP2 absorb: 5; LEDGF integ inh: 0; PLCg1 inh: -2; DDE Tn7 FP inh: 4; KLK7 zymogen act: 0.3; ASAP1 GAP inh: -1; ADAM10 inh: -10
Listed for `O=C(COc1ccccc1Cl)Nc1ccc2c(c1)OCO2` = DDE Tn6 FP inh: 7; ADAM17 inh: 0; ARFGAP1 inhibitor: -1; TDP2 absorb: 1; LEDGF integ inh: 1; PLCg1 inh: -1; DDE Tn7 FP inh: 1; KLK7 zymogen act: -0.2; ASAP1 GAP inh: 3; ADAM10 inh: 3

(continued)
SMILES,DDE Tn6 FP inh,ADAM17 inh,ARFGAP1 inhibitor,TDP2 absorb,LEDGF integ inh,PLCg1 inh,DDE Tn7 FP inh,KLK7 zymogen act,ASAP1 GAP inh,ADAM10 inh
COc1cc(NC(=O)CSc2nnc(-c3ccncc3)o2)cc(OC)c1OC,1,-6,0,6,-2,2,-5,-0.6,0,0
COc1cc(C)nc(Oc2ccc(OCCOc3ccc(C)cc3)nn2)n1,8,1,2,-2,0,1,-7,-0.2,-8,-2
CC(CNCCCn1cnc2c(OCc3ccccc3)ncnc21)c1ccccc1 (configuration not stated),0,-2,-10,13,4,2,-1,0.3,13,5
Fc1ccc2cnc(C3=CCCCC3)cc2c1,0,-1,1,-2,-2,-2,3,0.4,-14,-9
O=C(CSc1nc2ccccc2c(=O)n1NC(=O)Cc1ccccc1)NCc1ccccc1,-6,0,3,-3,4,4,-2,0.3,2,-1
COc1ccc(C(=O)Nc2nc3ccc4nc(C)sc4c3s2)cc1,-3,-1,6,-11,5,-6,-4,-2.3,14,-9
CCOC(=O)C1CCCN(C(=O)c2ccccc2[N+](=O)[O-])C1 (configuration not stated),6,-1,9,1,-1,4,-2,0.4,14,0
CN(C)c1cccc(-c2cnc(N3CCC(C(N)=O)CC3)nc2)c1,-5,-5,x,1,1,-28,-1,x,x,-13
CCOC(=O)c1sc(N2C(=O)C(O)=C(C(=O)c3ccc(C)o3)C2c2ccc(OC)c(OC)c2)nc1C (configuration not stated),10,1,-5,11,0,-13,2,0.4,0,2
Cn1c(=O)c2c(nc(Sc3ncnn3CC(=O)NC3CCCCC3)n2C)n(C)c1=O,6,0,12,-17,-3,3,-6,0.1,-12,0
Cc1cc(C)n(NC(=S)NC2CCCC2)c(=O)c1C#N,-1,3,0,9,6,4,0,0.6,2,3
CC(OC(=O)c1cccs1)C(=O)NCc1cccs1 (configuration not stated),-5,-4,13,2,0,3,7,-1.7,7,0
COc1ccc(S(=O)(=O)NCC(=O)NC2CC2)cc1OC,-4,-8,2,3,-1,4,-1,0.0,5,-17
O=c1c2ccccc2nc(-c2ccc(Cl)cc2)n1C1CCS(=O)(=O)C1 (configuration not stated),-1,1,-5,4,3,0,-2,0.4,-9,0
CCC1=C(OC(=O)N(CC)CC)N2C(=O)OC(=NCC(=O)OC)[C@]2(C)[C@H]2C1=CC[C@H]1C(=O)N(CC)C(=O)[C@H]12,-13,-1,17,4,-1,-4,1,0.5,6,-5
Cc1ccc(N2C(=O)C(Cl)=C(Nc3c(C)n(C)n(-c4ccccc4)c3=O)C2=O)cc1,-1,-3,1,12,-1,-8,3,0.1,-8,0

Filtered by structure, the compounds so far with an aryl thioether with sulfur outside any ring (6)
SMILES,DDE Tn6 FP inh,ADAM17 inh,ARFGAP1 inhibitor,TDP2 absorb,LEDGF integ inh,PLCg1 inh,DDE Tn7 FP inh,KLK7 zymogen act,ASAP1 GAP inh,ADAM10 inh
O=C(NCSc1ccnc(SCNC(=O)c2ccc(F)cc2)n1)c1ccc(F)cc1,8,-1,4,11,-2,0,5,0.1,1,1
CSc1ccc(CN(C)C(=O)c2cc(=O)[nH]c3ccccc23)cc1,2,-7,-2,10,3,-2,4,0.3,-6,-20
COc1ccc(C(=O)Nc2nnc(SCC(=O)Nc3ccc(NC(C)=O)cc3)s2)c(OC)c1,2,2,52*,2,4,8,-1,0.0,39*,8
COc1cc(NC(=O)CSc2nnc(-c3ccncc3)o2)cc(OC)c1OC,1,-6,0,6,-2,2,-5,-0.6,0,0
O=C(CSc1nc2ccccc2c(=O)n1NC(=O)Cc1ccccc1)NCc1ccccc1,-6,0,3,-3,4,4,-2,0.3,2,-1
Cn1c(=O)c2c(nc(Sc3ncnn3CC(=O)NC3CCCCC3)n2C)n(C)c1=O,6,0,12,-17,-3,3,-6,0.1,-12,0
